GPR55 antagonists – GPR55 antagonists blocking LPI-driven arrestin recruitment, primary screen, imaging, U2OS, beta-arrestin-GFP, LPI agonist (AID 2013). U2OS GPR55 beta-arrestin-GFP translocation imaging, LPI antagonism; higher % means a stronger effect. inhibition, % at 10 µM; hits with a dose series show IC50 in µM. 290,000 compounds, 0.13% hits;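 active = spots per cell inhibited over 60%, with over 100 cells counted and total cytoplasm intensity under 500,000; inconclusive = wells with under 100 cells, flagged as likely toxic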;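 note: U2OS cells stably carrying GPR55 and arrestin-GFP stimulated by 5 µM LPI near EC80; imaged beta-arrestin-GFP aggregate spots per cell after agonist stimulation; plate controls were LPI-stimulated DMSO wells for no effect and DMSO wells without LPI for full effect; some results filed as inactive read as strong as hits; confirmed hits need IC50 under 10 µM and bright autofluorescent wells are also inconclusive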
KOR beta-arrestin-1 – kappa opioid receptor blockers – cell-based, luminescence, uHTS (AID 1778); KOR beta-arrestin recruitment, luminescence, antagonist mode; higher % means a stronger effect; inhibition, % at 10 µM; hits with a dose series show IC50 in µM; 290,000 compounds, 0.091% hits; note: strong numbers were not always called active
KOR beta-arrestin-2 – KOR agonists, beta-arrestin recruitment, primary screen, cell-based, luminescence, uHTS (AID 1777). KOR beta-arrestin recruitment, luminescence; higher % means a stronger effect. activation, % at 10 µM; hits with a dose series show EC50 in µM. 280,000 compounds, 0.02% hits; in the data active = activation above about 50%, passing the limit was not always enough; note: a part of the inactive calls stands beside numbers as strong as those of hits
GPR55 activation – selective activators of receptor GPR55 – imaging, U2OS cells, beta-arrestin-GFP redistribution, primary screen (AID 1961) | U2OS GPR55 beta-arrestin-GFP redistribution imaging; higher % means a stronger effect | activation, % at 10 µM; hits with a dose series show EC50 in µM | 290,000 compounds, 0.048% hits;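 active = activation above 40% with more than 50 cells counted in the well; inconclusive = wells holding fewer than 50 cells, flagged as toxic or sparse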;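 note: U2OS osteosarcoma cells stably expressing GPR55 and beta-arrestin-GFP; plate controls were DMSO negative control for no effect and LPI positive control for full effect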
NOD2 inhibition – NOD2 signaling inhibitors, cell-based, luminescence, uHTS, HEK293 (AID 1566); HEK293 NOD2/NF-kB luciferase reporter, luminescence; higher % means a stronger effect; inhibition, % at 4 µM, or EC50 in µM where a hit was titrated; 290,000 compounds, 0.63% hits; note: many of its hits are not listed in these tables
HIV fusion peptide – cell-free HIV fusion peptide-binding blockers – biochemical, uHTS, fluorescence dequenching, primary screen (AID 1986); 290,000 compounds, 0.3% hits; inhibition, % at 20 µM, or IC50 in µM where a hit was titrated; cell-free peptide binding, fluorescence dequenching, 30 min; higher % means a stronger effect; in the data active = inhibition mostly above about 52%, no sharp cut-off; inactive = mostly below about 76%; note: some results filed as inactive read as strong as hits
Rac1 GTP hydrolysis – MgcRacGAP GTPase-activating activity inhibitors, confirmation, biochemical, ADP Hunter fluorescence | 340,000 compounds, 0.6% hits | AID 624330 | MgcRacGAP-stimulated Rac1 GTP hydrolysis, ADP Hunter fluorescence; higher % means a stronger effect; GST-tagged Rac1 F28L mutant substrate | inhibition, % at 30 µM; hits with a dose series show IC50 in µM;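 active = first-screen hits whose inhibition reached a set limit at any dose in the follow-up dose series; inconclusive = inhibition above the set first-screen limit but never retested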;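 note: fluorescence reports GDP produced by GAP-driven GTP hydrolysis; strong numbers were not always called active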
Large T inhibition – TAg ATPase/helicase activity blockers – biochemical (AID 1903); SV40 large T antigen ATPase/helicase inhibition assay; higher % means a stronger effect; one-dose inhibition, % at 20 µM; IC50 in µM for titrated hits; 310,000 compounds, 0.39% hits; in the data active = a potency from the dose series; inconclusive = inhibition mostly from about 32% at the one dose, without a potency; inactive = the rest, 99 in 100 with inhibition below about 32%; note: strong numbers were not always called active
NOD1 NF-kB reporter – inhibition of NOD1-driven NF-kB reporter – cell-based, luminescence, uHTS, primary screen (AID 1578) | NOD1-driven NF-kB luciferase reporter cells, luminescence; higher % means a stronger effect | one-dose inhibition, % at 4 µM; EC50 in µM for titrated hits | 290,000 compounds, 1% hits; in the data active = inhibition mostly above about 36%, no sharp cut-off; inactive = mostly below about 34%;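 note: HEK-293T reporter cells stimulated with the NOD1 agonist gamma-tri-DAP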
Numbers without * were called inactive; u = inconclusive; x = not tested or not shown; [ ] = remark or other dose. Cut-off read from the data, not from the text of the source, unless noted: active = inhibition above about 50%; inactive = the rest.

SMILES	GPR55 antagonists	KOR beta-arrestin-1	KOR beta-arrestin-2	GPR55 activation	NOD2 inhibition	HIV fusion peptide	Rac1 GTP hydrolysis	Large T inhibition	NOD1 NF-kB reporter
C/C(=N\O)C(C)(C)NC(=O)Nc1ccc(Cl)cc1	6%	1%	-7.9%	0.3%	9%	1.0%	-14%	3%	12%
O=S(=O)(NCC(c1cccnc1)N1CCc2ccccc2C1)c1ccccc1 (configuration not stated)	0%	-46%	3.1%	-0.2%	12%	-2.4%	8%	26%	-22%
CC(C)C(=O)NC(=S)Nc1ccc(S(=O)(=O)N(C)Cc2ccccc2)cc1	-7%	-22%	-1.6%	0.2%	-21%	-0.1%	-1%	-7%	10%
O=C(OCC(=O)N1CCN(c2ccccc2)CC1)c1ccco1	-2%	22%	-0.2%	-0.1%	-14%	-1.4%	10%	12%	-13%
CS(=O)(=O)N1CCN(c2ccccc2NC(=O)Nc2cccc(Cl)c2)CC1	-1%	-46%[20 µM]	-2.2%	-0.4%	11%	0.8%	13%	6%	-25%
COc1cc(/C=C(\NC(=O)c2ccccc2)C(=O)Nc2nccs2)ccc1OC(C)=O	-10%	-15%	0.6%	0.3%	-2%	-0.6%	16%	7%	-3%
O=C1COc2ccc(C(=O)COC(=O)CNC(=O)c3ccccc3)cc2N1	-1%	-15%	-6.2%	-0.3%	8%	-0.2%	6%	3%	-42%
Cc1c(CC(=O)O)c(=O)oc2cc(OCc3ccc(Br)cc3)ccc12	3%	-19%	-3.5%	-0.1%	-9%	6.5%	8%	18%	-4%
COc1ccc(-c2nc3cnccn3c2Nc2ccc(C)cc2)cc1	-3%	-5%	-0.2%	-0.3%	-7%	-0.2%	18%	2%	-10%
Cc1ccc(S(=O)(=O)N2CCCC(C(=O)N3CCN(C)CC3)C2)cc1 (configuration not stated)	19%	8%	-2.9%	-0.1%	8%	-0.7%	18%	26%	-12%
Cn1c(=O)[nH]c(=O)c2c1nc(CN1CCN(c3cccc(Cl)c3)CC1)n2CCN1CCOCC1	-1%	x	x	0.2%	8%	-1.3%	2%	0%	4%
O=C(NCCc1ccc(Cl)cc1)c1cnc2n(c1=O)CCS2	11%	-4%	-3.5%	0.4%	-21%	2.3%	5%	x	-2%
COCCNc1nc2c(S(=O)(=O)c3cc(C)ccc3C)nnn2c2ccccc12	6%	-36%	0.0%	-0.4%	-5%	1.7%	14%	5%	24%
O=C(Cc1ccccc1)NCc1ccc(-n2cccc2)cc1	-7%	-52%[20 µM]	5.6%	-0.1%	-69%	-2.3%	7%	0%	49%*
O=C(c1ccc(F)cc1F)N1CCCC(c2nc(-c3cccs3)no2)C1 (configuration not stated)	2%	-8%	-1.2%	0.2%	11%	0.0%	-4%	11%	-32%
O=[N+]([O-])c1ccc(NCCNS(=O)(=O)c2ccccc2)c(C(F)(F)F)c1	0%	0%	-5.1%	0.2%	25%	-1.7%	4%	0%	27%
Cc1cnc(NC(=O)NCC2CCCC(CNC(=O)Nc3ncc(C)s3)C2)s1 (configuration not stated)	-7%	-24%	-2.6%	0.2%	6%	-1.0%	10%	5%	-10%
Cc1cc(C)cc(N2C(=O)CN(Cc3ccccc3)C2=S)c1	5%	4%	2.3%	0.0%	-8%	0.0%	0%	5%	-15%
CCOc1ccc(CNC(=O)CN2C(=O)C(c3ccccc3)Oc3cccnc32)cc1 (configuration not stated)	-1%	-6%	-0.7%	0.2%	3%	3.2%	9%	9%	20%
CCN1CC=C2C(C#N)=C(N)C(C#N)(C#N)C(CCc3ccccc3)C2C1 (configuration not stated)	u	-28%	-4.8%	0.6%	6%	-0.3%	4%	6%	-14%

Rewritten field by field: part of the list above
COc1cc(/C=C(\NC(=O)c2ccccc2)C(=O)Nc2nccs2)ccc1OC(C)=O
  GPR55 antagonists: -10%	KOR beta-arrestin-1: -15%	KOR beta-arrestin-2: 0.6%	GPR55 activation: 0.3%	NOD2 inhibition: -2%	HIV fusion peptide: -0.6%	Rac1 GTP hydrolysis: 16%	Large T inhibition: 7%	NOD1 NF-kB reporter: -3%

O=C1COc2ccc(C(=O)COC(=O)CNC(=O)c3ccccc3)cc2N1
  GPR55 antagonists: -1%	KOR beta-arrestin-1: -15%	KOR beta-arrestin-2: -6.2%	GPR55 activation: -0.3%	NOD2 inhibition: 8%	HIV fusion peptide: -0.2%	Rac1 GTP hydrolysis: 6%	Large T inhibition: 3%	NOD1 NF-kB reporter: -42%

(further entries)
SMILES	GPR55 antagonists	KOR beta-arrestin-1	KOR beta-arrestin-2	GPR55 activation	NOD2 inhibition	HIV fusion peptide	Rac1 GTP hydrolysis	Large T inhibition	NOD1 NF-kB reporter
COC(=O)c1cc(C(=O)c2cccc(Cl)c2Cl)cn1C	11%	11%	-0.5%	-0.1%	8%	-2.0%	6%	9%	14%
Cc1ccc(S(=O)(=O)N(C)C2(C)CCS(=O)(=O)C2)cc1 (configuration not stated)	4%	-40%	-0.9%	0.2%	15%	2.6%	2%	20%	1%
CC(C)(C)NC(=O)CSc1nncn1NCc1ccccc1	6%	-8%	2.1%	-0.2%	4%	1.2%	4%	21%	-7%
COc1ccc(OC)c(C2C(C(C)=O)=C(O)C(=O)N2c2ccc(O)cc2)c1 (configuration not stated)	-3%	1%	1.6%	-0.3%	9%	1.0%	15%	26%	13%
Cc1cc([N+](=O)[O-])ccc1NC(=O)Cc1ccc(F)cc1	0%	10%	0.0%	-0.1%	0%	15%	6%	-29%	-23%
C=CCn1c(O)c(N=NC(=S)Nc2ccccc2C)c2cc(S(=O)(=O)N3CCOCC3)ccc21	12%	38%	1.1%	0.2%	-56%	-1.0%	8%	8%	18%
CC(=O)Oc1cc(OC(C)=O)c2c(C)cc(=O)oc2c1	6%	-11%	8.8%	-0.2%	14%	1.2%	11%	11%	14%
CC(=O)COc1cc(C)cc2oc(=O)c(C)c(C)c12	36%	18%	1.5%	0.2%	10%	-0.2%	8%	20%	-1%
COc1ccc2c(c1)CCc1c(C(=O)N(C)c3ccccc3)noc1-2	-1%	-3%	-3.2%	-0.3%	-17%	2.3%	8%	9%	-32%
COc1ccc2c(=O)c3c(=O)n(-c4ccccc4)c(-c4ccc(C)cc4)nc3oc2c1	2%	-25%	-0.2%	0.2%	11%	0.0%	2%	3%	-13%
NS(=O)(=O)c1ccc(CNC(=O)/C=C/c2ccccc2[N+](=O)[O-])cc1	14%	-10%	-5.8%	-0.2%	8%	1.3%	8%	7%	-17%
COc1cccc(C2=NOC(C(=O)N3CCOCC3)C2)c1 (configuration not stated)	8%	-3%	-1.5%	-0.1%	-52%	-1.7%	1%	-2%	x
CNCc1cc(Br)c(OCC(=O)Nc2ccccc2OC)c(OC)c1	19%	-92%[20 µM]	0.1%	0.2%	-2%	0.6%	8%	4%	-2%
CSc1nnnn1-c1ccc(C(=O)OCC(=O)N2CCOCC2)cc1	-4%	-1%	-1.9%	-0.1%	-1%	-1.9%	6%	-5%	-17%
Cc1cc2[nH]c(=O)c3ccccc3n2n1	-4%	2%	0.5%	0.2%	9%	0.9%	2%	12%	41%
N=C(c1ccc([N+](=O)[O-])cc1)N1CCCCC1	-7%	0%[20 µM]	-3.8%	-0.1%	-5%	0.9%	-9%	-6%	-25%
COCCSc1ccccc1C(=O)N1CCN(c2ccccc2)CC1	-6%	24%[20 µM]	-6.6%	0.5%	31%	-0.3%	-10%	8%	-23%
Cc1cccc(C(=O)N[C@H](C(=O)Nc2nc3ccccc3[nH]2)C(C)C)c1	-14%	-74%	-4.4%	-0.2%	-18%	0.6%	4%	11%	-22%
CC1(C)CC(N(Cc2cccs2)C(=O)c2ccco2)CCO1 (configuration not stated)	0%	-2%	1.1%	-0.1%	-4%	-0.2%	10%	3%	-20%
Cc1cccc(NC(=O)C2=C(O)c3ccccc3N(C)S2(=O)=O)c1	1%	-4%	7.6%	-0.3%	0%	6.2%	6%	3%	-22%
Cc1ccn2cc(CCNS(=O)(=O)c3ccc(F)c(C(F)(F)F)c3)nc2c1	11%	13%	-4.8%	0.2%	1%	0.5%	-2%	6%	-5%
COC(=O)C(NC(=O)c1ccc(Cl)cc1)(Nc1nc(C)cs1)C(F)(F)F (configuration not stated)	-12%	-19%	2.3%	0.1%	5%	-3.0%	6%	4%	1%
CCOc1cccc(NC(=O)c2ccc(S(=O)(=O)N(C)C)cc2)c1	10%	20%	-1.1%	0.3%	17%	2.6%	4%	0%	-3%
Cc1ccc(C(=O)Nc2cccc3ncccc23)cc1[N+](=O)[O-]	20%	-3%[20 µM]	-1.2%	-0.1%	10%	-1.4%	2%	6%	-5%
Cc1ccc(C)c(NC(=O)COC(=O)CCC(=O)c2cccs2)c1	-1%	-7%	-2.5%	0.6%	-2%	-0.7%	-4%	6%	-45%
CCCn1cc(SCC(=O)NCc2ccco2)c2ccccc21	6%	19%	-4.7%	-0.2%	-18%	-0.4%	6%	12%	-38%
COc1ccc(CCNC(=O)CSc2nnc3ccccn23)cc1	4%	10%	0.9%	0.2%	13%	-0.2%	0%	7%	-35%
CCOc1ccc(S(=O)(=O)NCCC(=O)OCC(=O)Nc2cc(C)on2)cc1	5%	0%	1.6%	-0.1%	-1%	-0.8%	2%	9%	-5%
CCOC(=O)C1CCCN(CC(=O)Nc2nc(-c3ccccc3)cs2)C1 (configuration not stated)	4%	-27%[20 µM]	-2.4%	1.1%	-4%	1.6%	-3%	8%	-2%
COc1cc(NC(=O)C2CCCN2C(=O)C2CCC(C)CC2)cc(OC)c1OC (configuration not stated)	2%	-44%	-2.3%	0.2%	4%	-3.1%	-3%	-1%	30%
O=C1CSC(c2cccc(O)c2)N1Cc1ccccc1 (configuration not stated)	-2%	-12%	2.4%	-0.1%	11%	0.4%	6%	12%	-12%
CC(=O)NNC(=S)NC(=O)c1ccc(C)cc1	7%	-15%[20 µM]	x	0.6%	13%	-0.8%	-1%	11%	-14%
Cc1ccc(N2CC(C(=O)N3CCN(C(=O)c4ccco4)CC3)CC2=O)cc1 (configuration not stated)	0%	21%	-0.8%	-0.1%	4%	7.2%	5%	-1%	-26%
CCCCNC(=O)CCn1c(=O)c2cccn2c2ccc(F)cc21	3%	6%	3.8%	0.0%	14%	1.3%	x	21%	-1%
Cc1ccc(C)c(OCc2nnc(NC(=O)c3ccco3)s2)c1	-2%	7%	-1.5%	0.8%	-53%	2.9%	7%	13%	-2%
COc1ccc(S(=O)(=O)N2CCCC2)c2ccccc12	-1%	-23%[20 µM]	3.9%	0.1%	12%	-0.6%	7%	1%	7%
COc1ccccc1CC(=O)NNC(=O)c1cccs1	11%	-14%	-1.1%	0.1%	7%	-1.1%	-2%	8%	-42%
COc1cc(NC(=O)C2CCCN(c3ncnc4c3nc3n4CCCCC3)C2)cc(OC)c1OC (configuration not stated)	-13%	-20%	5.5%	-0.1%	34%	-0.3%	5%	6%	-10%

These rows are one share of the data; count on the stated rates, not on these rows.
